# KCNK3 block: human KCNK3 channel inhibitors, primary screen, CHO cells, FluxOR thallium flux, B-score; Potassium channel subfamily K member 3 (Homo sapiens), O14649; FluxOR fluorescence; stronger effect = lower value; B-score at 10 µM; 0.84% of 340,000 active; AID 602410, 2012;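 active means B-score under library mean minus 4 SD, starting fluorescence ratio at most library mean plus 5 SD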;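 further: more negative B-score means stronger inhibition of thallium flux through KCNK3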
# KCNQ1 pot: potentiators or activators of KCNQ1 channel, primary screen, cell-based, thallium flux, high-throughput | Potassium voltage-gated channel subfamily KQT member 1 (Homo sapiens), P51787 | CHO-K1 KCNQ1, thallium flux FluxOR fluorescence; stronger effect = higher value | B-score at 10 µM | 0.35% of 310,000 active;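 active means fluorescence ratio B-score, a plate-corrected score, at least three library SD, with initial intensity B-score within 5 SD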
#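 Material: CHO-K1 cells stably expressing KCNQ1. Medium: assay buffer for compound exposure, DMSO matched across wells. Reagent: K+/Tl+ depolarizing stimulus. Compound dosing: single-concentration screen. Times: 37 °C overnight plating, 90-min dark dye load, 20-min compound pretreatment. Technique: FluxOR Tl+ flux fluorescence.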
# hERG rescue: hERG rescue from dofetilide block, primary screen, cell-based, CHO-hERG, FluxOR thallium flux, dofetilide IC70 | dofetilide IC70 present | Voltage-gated inwardly rectifying potassium channel KCNH2 (Homo sapiens), Q12809 | 0.51% of 310,000 active | activation (rescue from dofetilide block), less the hit threshold, % at 10 µM | AID 1511, 2009;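 active means activation above the mean of controls blocked by dofetilide plus 5 SD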;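 further: thallium influx through hERG after potassium depolarization seen as dye fluorescence rise; in these data hits start at about 4.7%; inactives centre near -7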
# ANO1 block: TMEM16A chloride channel inhibitors, primary screen, cell-based, HTS; HEK293 TMEM16A/YFP iodide influx fluorescence, ionomycin; normalized B-score (activity score, 25-100; higher = stronger inhibition) at 10 µM; 1.2% of 310,000 active; AID 588511, 2011;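 active means ratio plate-corrected score three or more library SD toward inhibition, starting fluorescence score within five deviations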;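 further: score derived from kinetic fluorescence span divided by baseline fluorescence per well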
# MrgX1 PAM: positive allosteric modulators of MrgX1, primary screen, HEK293 cells, Fluo-4 calcium flux; Mas-related G-protein coupled receptor member X1 (Homo sapiens), Q96LB2; FDSS; stronger effect = higher value; B-score at 10 µM; 0.63% of 310,000 active; AID 588675, 2011;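 active means plate-corrected calcium response at least 3 library SD above typical, normal starting fluorescence, not activating the receptor alone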;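 further: compound read alongside a low EC10 to EC30 dose of BAM8-22 agonist; peak minus trough fluorescence over baseline measured at the second addition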
# Target sequence (Q96LB2 whole entry, looked up): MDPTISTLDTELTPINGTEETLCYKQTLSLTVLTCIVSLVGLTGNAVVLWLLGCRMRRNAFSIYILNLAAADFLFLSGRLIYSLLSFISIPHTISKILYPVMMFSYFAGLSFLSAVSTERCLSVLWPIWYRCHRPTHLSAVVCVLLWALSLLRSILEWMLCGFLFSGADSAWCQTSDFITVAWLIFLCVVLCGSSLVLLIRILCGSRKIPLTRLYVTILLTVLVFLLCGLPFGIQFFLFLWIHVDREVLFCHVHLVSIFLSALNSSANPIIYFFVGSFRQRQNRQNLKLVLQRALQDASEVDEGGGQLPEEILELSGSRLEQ
# KCNK9 block: KCNK9 potassium channel inhibitors, primary screen, HEK293 cells, thallium flux; B-score at 10 µM; Potassium channel subfamily K member 9 (Homo sapiens), Q9NPC2; AID 488922, 2010; FluxOR thallium flux fluorescence; stronger effect = lower value; 1.2% of 310,000 active;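 active means ratio B-score over 3 SD below the library mean, with starting fluorescence within 5 SD of its mean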;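 further: negative B-score means less thallium flux so channel inhibition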
# Target sequence (Q9NPC2 whole entry, looked up): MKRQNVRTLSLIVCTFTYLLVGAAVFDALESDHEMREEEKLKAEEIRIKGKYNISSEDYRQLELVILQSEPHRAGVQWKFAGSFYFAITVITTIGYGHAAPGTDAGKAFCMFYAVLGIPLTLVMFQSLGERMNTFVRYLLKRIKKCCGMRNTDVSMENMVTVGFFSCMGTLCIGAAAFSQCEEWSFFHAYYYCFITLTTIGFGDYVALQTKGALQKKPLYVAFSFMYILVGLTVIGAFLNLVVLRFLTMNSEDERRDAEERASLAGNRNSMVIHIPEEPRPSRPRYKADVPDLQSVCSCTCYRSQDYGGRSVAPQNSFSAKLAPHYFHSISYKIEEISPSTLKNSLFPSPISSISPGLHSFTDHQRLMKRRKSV
# KCNQ1 inh: inhibitors of human KCNQ1 channel, primary screen, cell-based, thallium flux, high-throughput. Potassium voltage-gated channel subfamily KQT member 1 (Homo sapiens), P51787. CHO-K1 KCNQ1, FluxOR thallium flux fluorescence; stronger effect = higher value. B-score at 10 µM. 1.3% of 310,000 active. AID 2642, 2010;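 active means compounds whose thallium flux B-score, printed positive for inhibition, exceeds three library SD while starting fluorescence stays within three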;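 further: channel opened by potassium depolarization with thallium stimulus after 20 min compound exposure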
# ANO1 activ: TMEM16A chloride channel activators or potentiators, primary screen, cell-based, HTS; Anoctamin-1 (Mus musculus), Q8BHY3; HEK293 TMEM16A/YFP-H148Q/I152L, iodide quench fluorescence; stronger effect = lower value; B-score at 10 µM; 0.3% of 340,000 active; AID 623877, 2012;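 active means fluorescence-ratio B-score plate-corrected deviation score at least 3 library SD below zero, with starting fluorescence score within 5 deviations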;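 further: channel opened by trigger with iodide after compound preincubation; score built on the fluorescence ratio of max minus min over baseline; more negative score means more quench and so TMEM16A activation or potentiation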
# RGS4 inh: RGS4 inhibitors, primary screen, cell-based, HEK293 M3R inducible RGS4, calcium flux; Regulator of G-protein signaling 4 (Homo sapiens), P49798; AID 463165, 2010; Fluo-4 calcium flux; stronger effect = higher value; triggered by carbachol at its EC20; 0.45% of 310,000 active; B-score at 10 µM;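 active means B-score, a plate-corrected calcium signal, over three deviations above library mean, with baseline fluorescence within five deviations of library mean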;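 further: RGS4 expression induced by doxycycline in cells with stable M3 receptor; B-score is computed from the integrated fluorescence ratio over baseline after carbachol; higher B-score means a larger calcium signal and so more RGS4 inhibition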
# Target sequence (P49798 whole entry, looked up): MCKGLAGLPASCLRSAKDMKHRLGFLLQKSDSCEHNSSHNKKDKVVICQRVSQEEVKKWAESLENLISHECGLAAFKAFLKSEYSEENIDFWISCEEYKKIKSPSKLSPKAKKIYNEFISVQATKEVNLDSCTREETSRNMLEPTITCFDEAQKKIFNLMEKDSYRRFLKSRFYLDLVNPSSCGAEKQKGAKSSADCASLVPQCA
# MrgX1 agonist: agonists of human MrgX1 receptor, primary screen, HEK293 cells, Fluo-4 calcium flux | 0.44% of 310,000 active | Fluo-4 calcium fluorescence, agonist mode; stronger effect = higher value | B-score at 10 µM;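 active means calcium response B-score plate-corrected fluorescence ratio at least 3 library SD, with starting fluorescence B-score inside 5 SD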
#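 times = overnight plating, then 30 min 37 °C plus 30 min room-temperature dye loading | assay system = stable human MrgX1 HEK293 cell line | input = fifteen thousand cells per well | signal = kinetic calcium dye fluorescence, Fluo-4 NW | dosing = compound delivered in addition one of three | read-out = B-scored fluorescence response ratio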
# RGS4 pot: RGS4 potentiators or activators, primary screen, cell-based, HEK293 M3R inducible RGS4, calcium flux. carbachol calcium flux Fluo4; stronger effect = lower value. B-score at 10 µM. 0.92% of 310,000 active. AID 463111, 2010;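 active means B-score of the integrated calcium signal more than 4 SD below the library mean, with starting fluorescence not abnormally high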;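 further: negative B-score means reduced calcium response which marks RGS4 activation or potentiation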
#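 Assay system: Inducible-RGS4 HEK293 cells carrying M3 receptor | Schedule: Compound preincubation 20 min at room temperature before agonist | Signal: Kinetic calcium fluorescence imaging with Fluo4-AM dye, 2 µM | Read-out basis: B score from integrated fluorescence ratio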
# * = called active by the depositor; i = inactive.
SMILES	KCNK3 block	KCNQ1 pot	hERG rescue	ANO1 block	MrgX1 PAM	KCNK9 block	KCNQ1 inh	ANO1 activ	RGS4 inh	MrgX1 agonist	RGS4 pot
COc1cccc(NC(=O)C2CCN(S(=O)(=O)c3ccc4c(c3)N(C(C)=O)CCO4)CC2)c1	i	i	-9	i	i	i	i	i	i	i	i
CCOP(=O)(OCC)C(NC(=O)Nc1ccc(Cl)c(Cl)c1)C(N)=O (configuration not stated)	i	i	-6	i	i	i	i	i	i	i	i
COc1cc(NC(=O)c2cc([N+](=O)[O-])ccc2NC(=O)CNC2CCCCC2)cc(OC)c1	i	i	-11	i	i	i	i	i	i	i	i
O=C(Nc1ccccc1Cl)/C(Cl)=C(\Cl)S(=O)c1ccccc1 (configuration not stated)	i	i	-25	i	i	-6.6*	i	i	i	i	i
CCCC(=O)Nc1ccc2c(c1)Cc1ccccc1-2	i	i	-1	i	i	i	i	i	i	i	i
Cc1cc(Cl)c2oc(C(=O)NCCN3CCCCC3CO)c(C)c2c1 (configuration not stated)	i	i	-11	i	i	i	i	i	i	i	i
CCCCn1c(N)c(N(CC(C)C)C(=O)CCCSc2nncs2)c(=O)[nH]c1=O	i	i	-9	i	i	i	i	i	i	i	i
O=C(NCCc1ccccc1)C1CCN(C2CCN(Cc3ccco3)CC2)CC1	i	i	-15	i	i	i	i	i	i	i	i
CCn1c(/C=C2\C(=O)Nc3ccccc32)nc2ccccc2c1=O	i	i	-5	i	i	i	i	i	i	i	i
C=C(C)COc1ccc(-c2ncnc(C(F)(F)F)c2-c2ccc(OC)cc2)c(O)c1	-9.2*	i	-6	i	i	i	i	i	i	i	-7.1*
Cc1cc(C)c2c(CN3CC(C)OC(C)C3)cc(=O)oc2c1C (configuration not stated)	i	i	-6	i	i	i	i	i	i	i	i
COc1ccc(NC(=O)C2CCN(S(=O)(=O)c3ccc4c(c3)NC(=O)CO4)CC2)cc1	i	i	-6	i	i	i	i	i	i	i	i
COC(=O)CCNC(=O)Cn1cnc2sc3c(c2c1=O)CCCC3	i	i	-7	i	i	i	i	i	i	i	i
Cc1ccc(-n2nc3c(N4CCC(C(=O)NCCc5ccccc5C)CC4)nnc(C)c3c2C)cc1	i	i	-8	i	i	i	i	i	i	i	i
CN(/N=C/c1ccc([N+](=O)[O-])o1)c1ccccc1	i	i	-11	i	i	i	i	i	i	i	i
O=S(=O)(Nc1ccc(Cc2ccncc2)cc1)c1cccs1	i	i	-2	i	i	i	i	i	i	i	i
O=C(Cc1ccc(Br)cc1)Nc1ccc2[nH]ncc2c1	i	i	-3	i	i	i	i	i	i	i	i
CC(C)c1nnc(NC(=O)Cc2ccccc2[N+](=O)[O-])s1	i	i	-11	i	i	i	i	i	i	i	i
CCOC(=O)c1sc2nc(CC(=O)OC)nc(NCc3ccc(F)cc3)c2c1C	i	i	-8	i	i	i	i	i	i	i	i
COc1ccccc1C(=O)NC(=O)CSc1nncn1C	i	i	-15	i	i	i	i	i	i	i	i
Cc1ccc(S(=O)(=O)N2CCN(C(=O)COC(=O)Cc3cccc(C(F)(F)F)c3)CC2)c(C)c1	i	i	-11	i	i	i	i	i	i	i	i
O=C(c1ccccc1F)N1CCN(c2cnn(-c3cccc(Cl)c3)c(=O)c2Cl)CC1	i	i	-5	i	i	i	i	i	i	i	i
CCn1ncc(/C=N\NC(=O)c2csc3ccccc23)c1C	i	i	-8	i	i	i	i	i	i	i	i
CCN(CC)CCN(C(=O)c1ccc([N+](=O)[O-])cc1)c1nc2c(OC)cccc2s1	i	i	-18	i	i	i	i	i	i	i	i
CCOc1c(C(=O)CC)cc2c(C)cc(=O)oc2c1C	i	i	-14	i	i	i	i	i	i	i	i
CCc1nc(NC(=O)Cc2csc(C)n2)sc1C(=O)OC	i	i	-5	i	i	i	i	i	i	i	i
S=C(NCCc1ccccn1)Nc1ccc(Cl)cc1	i	i	-6	i	i	i	i	i	i	i	i
Cc1nc(SCC(=O)CC(=O)OC(C)C)c(C#N)c(C)c1C	i	i	-16	i	i	i	i	i	i	i	i
CN(C)c1ccc(N=Nc2ccccc2C(=O)OCC(=O)N(C)C2CCCCC2)cc1	i	i	-17	i	i	i	i	i	i	i	i
CS(=O)(=O)NCCNC(=O)c1cc(OCC(F)(F)F)ccc1OCC(F)(F)F	i	i	-6	i	i	i	i	i	i	i	i
CC1CCC(NCC(=O)Nc2cccc(S(N)(=O)=O)c2)CC1 (configuration not stated)	i	i	-16	i	i	i	i	i	i	i	i
COc1ccccc1/C=C/C(=O)NCC(=O)N/N=C/c1ccc(C)o1	i	i	-3	i	i	i	i	i	i	i	i
Cc1nc(NC(=O)c2ccco2)sc1-c1csc(Nc2ccc(Cl)cc2)n1	i	i	-10	i	i	i	i	i	i	i	i
Cc1ccc2[nH]c3c(=O)n(CCCN4CCN(C)CC4)cnc3c2c1	i	i	-19	i	i	i	i	i	i	i	i
O=C(CNC(=O)c1ccc(Cl)cc1)c1ccccc1	i	i	-5	i	i	i	i	i	i	i	i
CCCCC(=O)Nc1ccc(NC(=O)c2cnccn2)cn1	i	i	2	i	i	i	i	i	i	i	i
Cn1c(CN2CCN(C(=O)c3ccccc3)CC2)nc2cc([N+](=O)[O-])ccc21	i	i	-10	i	i	i	i	i	i	i	i
CN(C)C=NC(=O)c1cc(C(=O)c2ccc(Cl)cc2)c[nH]1	i	i	-16	i	i	i	i	i	i	i	i
COc1ccc(-c2nc(CCl)cs2)cc1	i	i	-6	i	i	i	i	i	i	i	i
CNc1nc(-c2ccccc2)[n+](-c2ccc(C)cc2)s1	i	i	-7	i	i	i	i	i	i	i	-14*
N#Cc1c(/N=C\c2ccc(O)c([N+](=O)[O-])c2)sc2c1CCCC2	i	i	-4	i	i	i	i	i	i	i	i
CCn1cc(/C=N/O)c(C)n1	i	i	-2	i	i	i	i	i	i	i	i
O=C(Nc1ccncc1)Nc1cccc(F)c1	i	i	-17	i	i	i	8*	i	i	i	i
Cc1cccc(N2CC(C(=O)Nc3nnc(SCC(=O)Nc4nccs4)s3)CC2=O)c1 (configuration not stated)	i	i	-2	i	i	i	i	i	i	i	i
COc1ccc(-c2nnc3ccc(SCC(N)=O)nn23)cc1OC	i	i	-7	i	i	i	i	i	i	i	i
CCOC(=O)c1cc(C#N)c(SCC(=O)O)[nH]c1=O	i	i	-14	i	i	i	i	i	i	i	i
CC(C)CCNC(=O)NC(=O)CSc1nnc(-c2ccccc2Br)o1	i	i	-10	i	i	i	i	i	i	i	i
COc1ccc(-c2noc(=O)n2Cc2ccccc2Cl)cc1	i	i	-8	i	i	i	i	i	i	i	i
O=C(Nc1ccc(Nc2ccccc2)cc1)c1ccco1	i	i	-7	i	i	i	i	i	i	i	i
O=c1oc2ccccc2n1CCn1c2ccccc2c2nc3ccccc3nc21	i	i	-8	i	i	i	i	i	i	i	i

# (listing goes on)
SMILES	KCNK3 block	KCNQ1 pot	hERG rescue	ANO1 block	MrgX1 PAM	KCNK9 block	KCNQ1 inh	ANO1 activ	RGS4 inh	MrgX1 agonist	RGS4 pot
C=CCN(CC=C)C(=O)Nc1ccc2nc(C)sc2c1	i	i	-6	i	i	i	i	i	i	i	i
CCOP(=O)(OCC)C(O)c1cc(OC)c(OC)c(OC)c1 (configuration not stated)	i	i	-15	i	i	i	i	i	i	i	i
Cc1ccc(C(=O)N/C(=C\c2cn(S(=O)(=O)N(C)C)c3ccccc23)C(=O)NCCCN2CCOCC2)cc1	i	i	-9	i	i	i	i	i	i	i	i
O=C1CCCc2c1nc(-c1ccccc1)n2O	i	i	-7	i	i	i	i	i	i	i	i
O=c1[nH]nc(N/N=C/c2ccccc2OC(F)F)c(=O)[nH]1	i	i	-10	i	i	i	i	i	i	i	i
CN(C(=O)CCN1C(=O)c2ccccc2C1=O)c1ccccc1	i	i	-6	i	i	i	i	i	i	i	i
Cc1ccc(-n2ncc3c(=O)n(CC(=O)N(C)C)cnc32)cc1C	i	i	-2	i	i	i	i	i	i	i	i
COC(=O)c1c(C)oc(C)c1S(=O)(=O)N(Cc1ccccc1)C(C)C	i	i	-10	i	i	i	i	i	i	i	i
Cc1ccc(CN2CCN(C/C(Cl)=C/c3ccccc3)CC2CCO)o1 (configuration not stated)	i	i	-10	i	i	i	i	i	i	i	i
Cc1ccc2c(c1)N(C(=O)CCC(=O)NCCN1CCOCC1)CC(C)O2 (configuration not stated)	i	i	-7	i	i	i	i	i	i	i	i
C=CCn1c(SCC(N)=O)nc2nc3c(cc2c1=O)COC(C)(C)C3	i	i	-8	i	i	i	i	i	i	i	i
Cc1ccc2nsnc2c1NC(=O)COc1ccccc1F	i	i	-9	i	i	i	i	i	i	i	i
CC(C)(C)OC(=O)N1CCC(C(=O)O)CC1	i	i	-7	i	i	i	i	i	i	i	i
CC(Sc1nc(N)cc(=O)[nH]1)C(=O)Nc1nc2c(s1)CCCC2 (configuration not stated)	i	i	-7	i	i	i	i	i	i	i	i
CCOc1cc(/C=N\Nc2ccc([N+](=O)[O-])cc2)ccc1OCC(=O)Nc1ccc(C)c(C)c1	i	i	-12	i	i	i	i	i	i	i	i
C/C(=N\NC(=S)NC1CCCCC1)c1cccs1	i	i	-4	i	i	i	i	i	i	i	i
Cc1nnc(N2CCOCC2)c2ccccc12	i	i	-2	i	i	i	i	i	i	i	i

# Bioassay records: PubChem, Johns Hopkins Ion Channel Center
